# TDP2 inh = blocks human TDP2 phosphodiesterase activity. O95551. recombinant TDP2, T5PNP hydrolysis, p-nitrophenol absorbance 415 nm. inhibition, % at 12.8 µM. hit rate 0.34% among 370,000. AID 720702;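 active = inhibition above the mean of all tested compounds plus 3 SD, set per campaign, cut at about 25% in these data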;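 note: 0% = DMSO with enzyme and 100% = buffer with substrate but no TDP2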
#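 Read-out basis: percent inhibition. System: recombinant human TDP2. Buffer or medium: Mg2+-containing Tris-HCl buffer, pH 7.5. Repeats: single replicate. Timing: reaction 2 h, 37 °C. Benchmarks: high control without enzyme, low control DMSO plus TDP2. Probe or stimulus: 5 mM T5PNP. Doses: 12.8 µM only. Measured by: epi absorbance of p-nitrophenol freed from T5PNP by hydrolysis.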
# UHRF1 MBD2 ctr = human UHRF1 methylated DNA binding inhibitors | inhibition, % at 4.4 µM | hit rate 0.75% among 370,000 | UHRF1 binding to methylated oligo, TR-FRET | Q96T88; in the data active = inhibition above about 21%;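 note: UHRF1 SRA domain binding a hemimethylated CpG hairpin DNA probe; 0% = median of test compound wells and 100% = reference inhibitor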
# MBD2 DNA inh = inhibitors of human MBD2 binding to methylated oligonucleotide | TR-FRET | inhibition, % at 4.4 µM | hit rate 0.31% among 370,000 | AID 686964; in the data active = inhibition above about 13%
# DDE Tn6 FP inh = DD(E)-Tn6 binding inhibition, primary FP screen. P02675. hit rate 0.21% among 370,000. inhibition, % at 8.3 µM. AID 720509. Fibrin DD(E) TRITC-Tn6 fluorescence polarization displacement;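 active = inhibition above a per-campaign cutoff: mean of compounds within control limits plus 3 SD, cut at about 15% in these data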;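 note: 0% = median of all compound wells on the plate and 100% = blocking peptide control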
# Target sequence (P02675 whole entry, looked up): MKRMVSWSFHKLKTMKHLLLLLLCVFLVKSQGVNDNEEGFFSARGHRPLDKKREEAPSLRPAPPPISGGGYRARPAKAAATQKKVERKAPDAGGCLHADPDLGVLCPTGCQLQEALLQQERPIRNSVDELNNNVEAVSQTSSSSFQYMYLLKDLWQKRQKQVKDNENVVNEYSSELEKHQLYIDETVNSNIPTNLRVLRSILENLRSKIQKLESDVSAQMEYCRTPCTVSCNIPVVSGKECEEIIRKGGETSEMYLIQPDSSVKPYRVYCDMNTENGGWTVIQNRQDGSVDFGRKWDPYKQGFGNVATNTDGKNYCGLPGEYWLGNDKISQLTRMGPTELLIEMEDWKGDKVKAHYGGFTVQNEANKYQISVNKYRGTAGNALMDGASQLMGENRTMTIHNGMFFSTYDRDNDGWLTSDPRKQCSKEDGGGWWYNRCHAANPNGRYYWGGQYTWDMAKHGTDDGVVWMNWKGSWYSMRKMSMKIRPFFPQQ
# DDE Tn7 FP inh = disrupts Tn7 cyclic peptide binding to fibrin D-Dimer-E complex. FP displacement of FITC-Tn7 peptide from fibrin DD(E); 0% = median of compound wells per plate. hit rate 0.13% among 370,000. P02675. inhibition, % at 8.3 µM;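 active = inhibition above the mean of compounds falling within the control limits plus 3 SD of them, cut at about 14% in these data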;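 note: 0% = plate median of compound wells and 100% = 10 µM Aha-Tn7 peptide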
#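 Assay system: Human fibrin DD(E) protein | Medium: Tris buffer with calcium and detergent, pH 7.8 | Reagent: 0.1 µM fluorescent Tn7 | Compound dosing: Single point at 8.3 µM | Times: 10 min preincubation, 3 h with tracer, room temperature | Detection: Fluorescence polarization of the labelled Tn7 tracer | Controls: Aha-Tn7 high control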
# PRMT1 inh = PRMT1 (human) inhibition, primary screen; inhibition, % at 2.79 µM; Q99873; recombinant PRMT1, activity-based probe fluorescence polarization; hit rate 1.3% among 370,000;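 active = inhibition above about 21% made by adding two undisclosed values, limit read from the data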
# LEDGF integ inh = blocks HIV-1 LEDGF/p75-dependent DNA integration. inhibition, % at 3.7 µM. TR-FRET IN-LEDGF/p75 DNA integration, Eu/Cy5. hit rate 0.64% among 370,000;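 active = inhibition above the screen-wide mean plus 3 SD, cut at about 13% in these data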;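 note: signal is the Cy5 over europium emission ratio at 671 and 618 nm; 0% = plate median of compound wells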
# TCR-CD3 inh = human TCR-CD3 binding inhibition | TAMRA-labeled TCR probe fluorescence, biochemical | hit rate 0.37% among 360,000 | inhibition, % at 9.4 µM; in the data active = inhibition above about 19%;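 note: recombinant mutant TCR 2C K166C tagged with TAMRA read by polarization; 0% = receptor in buffer alone and 100% = receptor with positive control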
# KLK7 zymogen act = proKLK7 (human) activation, primary screen; purified proKLK7, EDANS-DABCYL substrate fluorescence; 100% is mature enzyme control, 0% vehicle; AID 652039; hit rate 0.9% among 370,000; P49862; activation, % at 7 µM;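 active = activation above the mean of all tested compounds plus 3 SD, computed per campaign excluding outliers beyond control limits, cut at about 13% in these data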
# Target sequence (P49862 whole entry, looked up): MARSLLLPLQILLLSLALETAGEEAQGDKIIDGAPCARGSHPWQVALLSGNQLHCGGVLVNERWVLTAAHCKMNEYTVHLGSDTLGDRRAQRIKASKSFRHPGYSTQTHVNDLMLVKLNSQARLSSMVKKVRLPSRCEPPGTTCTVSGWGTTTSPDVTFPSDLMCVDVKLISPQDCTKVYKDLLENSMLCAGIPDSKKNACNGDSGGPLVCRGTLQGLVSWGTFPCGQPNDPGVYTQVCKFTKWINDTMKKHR
# SIAE primary = human SIAE inhibition, primary screen. SIAE FP-Rh probe binding, fluorescence polarization. hit rate 0.69% among 370,000. Q9HAT2. inhibition, % at 9.66 µM. AID 1053197;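 active = inhibition above a cutoff: mean of compounds within the control limits plus 3 SD of those, cut at about 17% in these data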;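 note: 0% = plate median of compound wells and 100% = probe without SIAE protein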
# * hit, by the source's call; · = not tested or not shown. No enrichment for hits; any-hit rate near 4.6%.
SMILES,TDP2 inh,UHRF1 MBD2 ctr,MBD2 DNA inh,DDE Tn6 FP inh,DDE Tn7 FP inh,PRMT1 inh,LEDGF integ inh,TCR-CD3 inh,KLK7 zymogen act,SIAE primary
COc1ccc(N=c2scc(-c3ccc(OC)cc3)n2CCO)cc1,-4,1,3,-11,-1,36*,3,-2,0.5,9
Cc1ccc(-c2n[nH]c(=S)n2-c2ccccc2)cc1,2,0,4,9,6,5,0,-4,-0.4,1
CNC(=S)Nc1ccc(-c2nc3ccc(C)cc3s2)cc1,-9,0,2,2,-3,6,0,-5,2.7,1
CCOC(=O)c1cccc(N2C(=O)C3C4C=CC(CC4)C3C2=O)c1 (centres undefined),-19,-2,-1,-2,-4,-5,4,-2,0.0,-5
COCCCN1CC(=O)N2C(c3cccc(C)c3)c3[nH]c4ccccc4c3C[C@H]2C1=O (some centres undefined),2,-1,-6,-3,2,-1,0,-5,3.3,9
CC1(C)OC(=O)C(=Cc2ccc[nH]2)C(=O)O1,-15,-1,-4,-5,9,-4,1,-7,0.4,5
CN(CC(=O)Nc1c(Cl)cccc1Cl)C(=O)Cc1ccc(S(=O)(=O)N2CCOCC2)s1,-9,-1,-3,2,4,0,3,7,-0.3,-2
CCOC(=O)C1(CCOC)CCN(Cc2cc3ccccc3s2)CC1,-6,4,-2,4,-8,-4,6,-5,0.3,0
CCCC(=O)Nc1sc(-c2ccccc2)c(-c2ccccc2)c1C(=O)O,-9,3,7,9,4,2,-4,-6,-0.3,0
COCCCNC(=O)C[C@H]1C[C@@]2(C(=O)OC)C(=C[C@H](COCc3ccccc3)O[C@@H]2C)N(Cc2cccc3ccccc23)C1=O,-6,-3,-4,-9,-5,-3,7,·,-1.9,2
CCOc1cc(C(=O)N(CC)CC(=O)Nc2ccc3c(c2)OCCO3)ccc1OC,-2,3,-4,6,6,-5,1,9,0.0,-1
CCCCNS(=O)(=O)CC1NCc2cc(OC)ccc21 (centres undefined),6,-6,-10,1,2,-5,2,·,-0.6,7
CN(Cc1ccccc1)C(=O)OCc1cn(Cc2cc(F)ccc2F)nn1,7,1,-4,-5,5,1,-2,·,-0.1,-3
COc1ccc(N(C)S(=O)(=O)c2cccc(C(=O)NC3=NCCS3)c2)cc1,6,0,-1,2,-6,-2,1,1,0.2,4
CCc1cc2c(Nc3ccccc3O)nc(C)nc2s1,17,0,6,3,3,6,-5,-12,-0.3,8
Cc1cc([N+](=O)[O-])cc(C)c1OCC(=O)N/N=C/c1ccc(OC(=O)c2ccccc2Br)cc1,-4,-2,-2,-5,-7,0,0,6,-0.4,-3
CC(C)CC(=O)O/N=C1\C(=O)N(c2ccccc2)c2ccccc21,-3,-2,-8,5,0,1,-1,5,-0.7,-19
CCCOC(=O)c1c(N)sc(C(=O)OCC)c1C,-5,-3,0,0,0,2,-2,7,1.0,3
COCCNC(=O)C(c1cccs1)N(Cc1ccccc1)C(=O)Cn1nnc2ccccc21 (centres undefined),5,-1,2,6,-2,-2,2,4,0.0,-3
COc1cc(C(=O)O[C@H]2CC(C)=CC[C@@]3(C)CC[C@@](O)(C(C)C)[C@H]23)ccc1O,-25,4,7,-10,-8,2,3,2,0.5,-6
COC(=O)c1ccccc1NC(=O)Cn1cnc2ccc(S(=O)(=O)N3CCC(C)CC3)cc2c1=O,-1,0,1,8,6,0,-1,8,0.9,7
CCN(CC)c1ccc(C2C(C(=O)Nc3ccccn3)=C(C)NC3=C2C(=O)CC(C)(C)C3)cc1 (centres undefined),7,-4,-1,4,-3,-2,-1,-1,7.2,8
CCOc1ccc(C(C)=O)cc1NC(=O)/C=C\C(=O)O,1,4,2,4,-1,4,1,-6,0.4,-2
COCOCCn1cc(CN2CCS(=O)(=O)N(Cc3ccc(-c4ccncc4)cc3)C(CC(C)C)C2=O)nn1 (centres undefined),-4,24*,5,1,3,1,1,3,-0.3,-2
CCCc1cc(C(=O)NNC(=S)Nc2cccc(C)c2)cs1,-2,-2,-1,6,4,2,0,2,-0.2,3
COc1ccc(C(=O)NCCS(=O)(=O)N2CCN(Cc3ccccc3)CC2)cc1,1,1,1,10,-1,-1,9,-1,-0.4,5
COc1ccc(C(O)c2nc(-c3ccccc3C)cs2)cc1 (centres undefined),-10,1,-1,-3,-7,-1,5,5,-0.3,-12
C/C(=N/NS(=O)(=O)c1ccc(C)cc1)c1ccc(NC(=O)C(F)(F)F)cc1,1,4,7,-5,5,0,0,-4,-0.3,3
Cc1ccc(NC(=O)CCCC(=O)O)c(-c2nc3ccccc3[nH]c2=O)c1,10,1,-1,-2,-5,0,-2,-1,-1.2,-1
CC(C)C(=O)N=c1sc2cccc(F)c2n1C,-4,-2,3,0,-5,-3,3,-2,0.3,-9
COc1ccc(S(=O)(=O)n2cnc3cc(C)c(C)cc32)cc1C,15,-3,3,-4,-2,-3,2,1,0.0,2
COc1ccc(Cl)cc1C(=O)N1CCC2(CC1)CC(=O)c1ccccc1O2,8,0,0,6,12,-3,0,2,0.2,6
CS(=O)(=O)c1ccc(Cl)c(C(=O)Nc2ccc3nc(N4CCOCC4)sc3c2)c1,-2,0,3,-5,-2,0,-1,2,0.9,-1
CCOc1cc(C(=O)N/N=C/c2ccoc2)cc(OCC)c1OCC,1,-2,2,-5,2,-1,-1,-2,-0.2,3
Cc1ccc(C)c(NC(=O)CSc2nc3[nH]ncc3c(=O)[nH]2)c1,6,-2,-7,2,-1,3,3,2,0.1,1
CCCOC(=O)c1ccc(OCC(O)CN2C(=O)NC(C)(C)C2=O)cc1 (centres undefined),-1,0,-3,-7,-8,0,0,-1,0.5,-2
Cn1c(=O)oc2cc(S(=O)(=O)Nc3ccc4c(c3)OCO4)ccc21,-12,-4,1,7,3,-4,-2,4,0.3,4
Cc1cccc(C)c1NC(=O)C(c1ccncc1)N1CCN(CCN(C)C)CC1 (centres undefined),6,0,2,-1,7,-2,-4,3,0.6,0
CCOC(=O)CNC(=O)OC1CCN2Cc3ccccc3N=C12 (centres undefined),3,-2,-6,0,5,3,-6,7,0.5,16
CCOC(=O)c1sc2nc(N3CCOCC3)c3c(c2c1N)CCCC3,3,1,2,-5,-3,3,-2,5,-3.5,-2
COc1ccc(S(=O)(=O)Nc2cccc3c2O[C@H](CN(C)S(=O)(=O)c2ccc(Cl)cc2)[C@H](C)CN([C@H](C)CO)C3=O)cc1,-6,3,-5,-3,2,-2,-4,4,1.1,-2
CCOC(=O)c1c(C)cc(C)[nH]c1=O,16,0,2,-3,5,-1,-2,8,0.2,6
OC[C@@H]1CCCN1Cc1nc(-c2cccs2)no1,1,-3,5,2,2,0,4,8,-0.5,0
CCOc1ccc(N(CC(=O)NCc2ccc(OC)cc2)S(=O)(=O)c2c(C)[nH]c(=O)[nH]c2=O)cc1,-9,2,-3,2,2,0,0,3,0.2,3
COC(=O)c1[nH]c2cc(OC)ccc2c1NC(=O)c1nonc1C,12,0,-5,8,-2,0,-1,5,-0.6,3
Cc1nc2ccccc2c(=O)n1/N=C/c1ccccc1O,5,0,0,-12,7,-1,1,-8,-0.2,4
O=C(C1CCCCC1)N(Cc1ccccc1)c1ccccn1,13,-1,1,1,1,1,-2,6,0.3,2
Cc1cc(Cl)c2oc(C(=O)N(C)CCc3cnn(C)c3)c(C)c2c1,7,1,-5,8,-1,-4,4,5,-0.9,0
CCCc1nc2ccc(N)cc2c(=O)n1Cc1ccccc1Cl,-20,4,-3,-11,-2,2,3,-2,1.2,2
O=C(NCCCN1CCCCCC1)c1ccc(N2CCCC2=O)cc1,0,2,-1,1,-4,-5,-2,4,0.2,0
c1ccc(C2=NCCCO2)cc1,1,0,-4,-4,-6,-1,5,6,0.5,-5
CCc1ccc(OCC(O)Cn2c(N3CCCCC3)nc3c2c(=O)[nH]c(=O)n3C)cc1 (centres undefined),-14,-1,-6,-1,2,-3,9,-2,0.5,7
Cc1[nH]nc2c1C(c1ccc(F)cc1)N(Cc1ccccc1)C2=O (centres undefined),-5,1,-3,4,-3,-3,4,-1,0.1,-2
C=C1C(=O)OC2CC1C(O)CC(C)=CCCC(C)=CC(O)CC2C (centres undefined),-5,1,-4,6,-7,0,4,3,-0.1,-1
CCSc1nnc(NC(=O)CC)s1,7,-1,-10,3,11,-2,-1,7,0.5,5
CS(=O)(=O)NCc1nnc(SCC(=O)NC2CCCCC2)n1-c1ccc(F)cc1,-6,7,-5,-8,3,-3,1,-1,-0.1,0
Cc1ccc(-c2nc3ccccc3n2C(C(=O)NC(C)(C)C)C2CC2)cc1 (centres undefined),-6,2,6,6,2,1,-2,1,0.7,-9
Nc1nc2c(s1)C(=O)CCC2,5,-3,-5,7,4,-2,-1,7,0.3,-3
Cc1c(NS(=O)(=O)c2cc3c(cc2Br)CCN3C(=O)C2CC2)c(=O)n(-c2ccccc2)n1C,1,-1,0,8,-2,-1,-2,·,-1.3,4
O=C(c1cccc(S(=O)(=O)N2CCOCC2)c1)N1CCN(c2ncccn2)CC1,-3,5,-1,5,-1,5,-1,-11,-0.1,1
# Next records.
SMILES,TDP2 inh,UHRF1 MBD2 ctr,MBD2 DNA inh,DDE Tn6 FP inh,DDE Tn7 FP inh,PRMT1 inh,LEDGF integ inh,TCR-CD3 inh,KLK7 zymogen act,SIAE primary
CCOc1cc(C2C3=C(CCCC3=O)N(CCC(=O)O)C3=C2C(=O)CCC3)ccc1OS(=O)(=O)c1ccc(C)cc1,-1,2,1,9,3,3,-3,-7,20*,0
Cc1nnc(SCC(=O)N2CC(=O)Nc3ccccc32)n1C,5,0,-2,6,7,-1,-3,-3,0.5,3
COc1cc(Cn2nnc3ccccc32)cc(Br)c1O,-14,1,3,-8,-5,1,5,0,0.7,23*
Cc1ccc(/C=N/NC(=O)C[n+]2ccccc2)s1,1,-2,2,3,-6,-2,3,5,-0.3,-2
CC1(C)C(=O)OC(c2cccs2)C(C)(C)C1=O (centres undefined),0,1,-2,1,-4,-2,5,5,0.4,-8
O=C(/C=C/c1ccccc1Cl)OCC(=O)c1ccc[nH]1,-11,-4,-3,5,5,-1,1,1,-0.2,-14

# Screens from PubChem BioAssay.
